hcDAF-12 act – activators of H. contortus DAF-12 nuclear receptor. AID 652067. activation, % at 6.8 µM. actives 1.4% (n = 370,000). HEK293 hcDAF-12 lit1-tk-luc reporter, luminescence; 0% DMSO, 100% Δ7-dafachronic acid;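 active = activation above the mean of all tested compounds plus 3 SD, cut at about 5.5% in these data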;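 note: 100% = response to 3 µM Δ7-dafachronic acid high control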
GC-B act – GC-B (human) receptor activation | P20594 | HEK293-GC-B cells, CNP EC30, cGMP TR-FRET; 0% at EC30 CNP, 100% saturating CNP | activation, % at 10 µM | actives 0.11% (n = 370,000) | AID 1920062;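 active = activation at 10 µM reaching about 35% in either raw or pattern-adjusted values, limit read from the data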
GAA850 FXN act – activators of GAA850 frataxin (FXN) promoter | HEK293 lucGAA850 FXN promoter luciferase reporter, 24 h; percent of 10 µM SAHA response | activation, % at 6 µM | actives 0.56% (n = 360,000) | AID 540364;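 active = activation above the average of all compounds screened plus 3 SD, cutoff fixed separately per campaign, cut at about 7.5% in these data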;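 note: 0% = DMSO wells and 100% = 10 µM SAHA wells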
NPR1 activator – GC-A (human) enzyme activation; P16066; HEK293 GC-A cells, cGMP TR-FRET, EC30 ANP; 0% at EC30 ANP, 100% saturating ANP; activation, % at 10 µM; actives 0.14% (n = 370,000); AID 1671463; in the data active = activation above about 40%
SMARCA2 act – SMARCA2 function activation, primary screen. MG213 cells, MMTV-luciferase reporter, dexamethasone, overnight. activation, % at 9.1 µM. actives 1% (n = 370,000). AID 652017; in the data active = activation above about 7.8%;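 note: 0% = vehicle wells and 100% = reference activator wells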
DAX1 inh-1 – DAX1 (NR0B1) inhibition, primary screen. inhibition, % at 6.8 µM. HEK293T StAR-luciferase reporter, SF-1/DAX-1 repression relief. actives 1.1% (n = 370,000). AID 652010;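 active = inhibition above the mean over all tested compounds plus 3 SD, cut at about 3.6% in these data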;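 note: 0% = DAX-1 cells with DMSO and 100% = cells lacking DAX-1 with DMSO; higher inhibition means more luminescence from relief of DAX-1 repression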
hgDAF-12 ag – hgDAF-12 agonism, primary luciferase screen; activation, % at 6.8 µM; AID 687014; actives 1.8% (n = 370,000); HEK293 GAL4-hgDAF12 UAS-luciferase reporter, agonist luminescence; normalized to butyrate control;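 active = activation above a cutoff set at the mean of all screened compounds plus 3 SD, cut at about 10% in these data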;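 note: 0% = DMSO wells and 100% = sodium butyrate wells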
DAX1 inh-2 – inhibits human nuclear receptor DAX1; P51843; HEK293 Gal4-DAX1 luciferase reporter, luminescence; inhibition, % at 6.75 µM; actives 0.99% (n = 340,000); AID 504766;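 active = inhibition above the mean over all tested compounds plus 3 SD, cut at about 4.2% in these data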;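 note: 0% = DAX1-transfected cells with DMSO and 100% = empty-vector control cells with DMSO; inhibition shows as a rise in luminescence from relieved DAX1 repression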
ADAM10 inh – ADAM10 inhibition, QFRET primary screen | actives 0.62% (n = 370,000) | AID 720582 | O14672 | inhibition, % at 7 µM | recombinant ADAM10, EDANS/DABCYL FRET peptide cleavage, 3 h;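 active = inhibition above a per-campaign cutoff equal to the mean of compounds falling between control-based bounds plus 3 SD, cut at about 20% in these data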;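 note: 0% = DMSO wells while the 100% control is not disclosed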
Target sequence (O14672 214-748 limits assumed): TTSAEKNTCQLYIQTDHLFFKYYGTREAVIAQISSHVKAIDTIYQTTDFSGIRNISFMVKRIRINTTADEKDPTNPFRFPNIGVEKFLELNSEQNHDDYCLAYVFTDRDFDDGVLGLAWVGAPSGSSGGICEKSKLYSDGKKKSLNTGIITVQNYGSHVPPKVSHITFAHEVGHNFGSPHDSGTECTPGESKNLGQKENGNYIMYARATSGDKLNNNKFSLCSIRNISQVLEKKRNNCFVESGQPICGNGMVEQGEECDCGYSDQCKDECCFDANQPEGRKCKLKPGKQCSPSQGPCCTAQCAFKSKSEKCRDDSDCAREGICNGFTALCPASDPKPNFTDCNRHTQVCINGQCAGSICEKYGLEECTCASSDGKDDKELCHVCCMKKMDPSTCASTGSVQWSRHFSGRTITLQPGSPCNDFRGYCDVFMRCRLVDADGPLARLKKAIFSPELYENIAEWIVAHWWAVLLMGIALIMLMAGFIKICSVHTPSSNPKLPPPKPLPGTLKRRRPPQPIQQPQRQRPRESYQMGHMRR
sPLA2-III inh – Blocks human group III sPLA2 activity | Q9NZ20 | QFRET BODIPY PC-A2 liposome hydrolysis, fluorescence | inhibition, % at 12.2 µM | actives 0.56% (n = 370,000) | AID 743126;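 active = inhibition above mean plus 3 SD of compounds lying within the high and low control bounds, cut at about 19% in these data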;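 note: 0% = median of test compound wells and 100% = no enzyme DMSO wells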
Target sequence (Q9NZ20 whole entry, looked up): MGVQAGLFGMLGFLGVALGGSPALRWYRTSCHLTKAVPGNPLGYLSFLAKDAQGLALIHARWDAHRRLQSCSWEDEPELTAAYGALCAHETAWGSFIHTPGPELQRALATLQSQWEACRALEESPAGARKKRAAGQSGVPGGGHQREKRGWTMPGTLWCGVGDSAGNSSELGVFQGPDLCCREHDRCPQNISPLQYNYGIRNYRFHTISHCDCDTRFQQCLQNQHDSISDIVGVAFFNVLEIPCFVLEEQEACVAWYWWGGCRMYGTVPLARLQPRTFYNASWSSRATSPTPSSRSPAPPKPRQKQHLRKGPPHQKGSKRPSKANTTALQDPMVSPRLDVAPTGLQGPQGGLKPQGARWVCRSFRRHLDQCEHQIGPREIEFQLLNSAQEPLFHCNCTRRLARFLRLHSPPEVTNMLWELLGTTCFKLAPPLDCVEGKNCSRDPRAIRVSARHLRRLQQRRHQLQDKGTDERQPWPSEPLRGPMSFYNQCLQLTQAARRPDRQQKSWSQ
ssDAF12 agonist – activates DAF-12 receptor from parasite S. stercoralis | activation, % at 6.8 µM | HEK293 ssDAF-12/GRIP1 lit1-tk-luc reporter, luminescence; % of 3 µM dafachronic acid response | actives 1% (n = 370,000);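 active = activation above the mean over all tested compounds plus 3 SD, cut at about 0.9% in these data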;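 note: 0% = DMSO-only wells and 100% = 3 µM delta7-dafachronic acid wells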
* hit, by the source's call; i = inactive; nt = not tested or not shown.

The line under a structure holds: hcDAF-12 act, GC-B act, GAA850 FXN act, NPR1 activator, SMARCA2 act, DAX1 inh-1, hgDAF-12 ag, DAX1 inh-2, ADAM10 inh, sPLA2-III inh, ssDAF12 agonist
COc1ccc(S[C@]2(C(=O)N3CCOCC3)CC(=O)N(c3ccc(OC)cc3)[C@@H]2c2ccc(OC)cc2)cc1
 : -1.0, -7, nt, -7, -6, -1.1, 1.7, nt, 8, -11, -1.1
CC(C)C(=O)Nc1cccc(NC(=O)c2cccnc2)c1
 : -1.5, 5, -0.5, -1, -4, -0.7, -1.7, -0.4, -5, 6, -0.8
O=C(COc1ccccc1)Nc1ccccc1Cl
 : 5.4, 1, 0.9, 6, 3, 1.4, 9.7, 0.2, 16, -1, -0.3
CC(C)c1ccccc1NC(=O)COC(=O)C1(C)CC1(Cl)Cl (centres undefined)
 : -0.3, -2, -0.1, -1, 2, -0.4, 0.7, 0.2, 6, -4, -1.1
COc1ccc(CNC(=O)CCN2C(=O)c3ccccc3S2(=O)=O)cc1
 : -1.1, 3, 1.6, 1, -1, 0.4, 1.1, 0.5, -6, 2, -1.0
CCOC(=O)N(C)C[C@H]1OCc2cn(nn2)CCCC(=O)N([C@@H](C)CO)C[C@@H]1C
 : 0.3, -3, nt, 0, -2, 0.6, 0.7, nt, -6, 1, -1.1
O=C(COC(=O)C1CC2C=CC1C2)NCc1ccc(F)cc1 (centres undefined)
 : -1.7, 2, 0.6, 2, -3, -0.6, -0.8, -0.5, 4, 15, -1.2
O=C1C(Cl)=C(N2CCCCCC2)C(=O)N1c1ccc(Cl)cc1
 : -1.0, -6, 2.7, -2, -1, -0.9, -0.8, 0.3, -1, 2, 0.4
COc1ccc(NC(=O)c2sc(SC)nc2N)cc1
 : 7.3*, 7, 5.6, 7, 11*, 1.2, 13*, 1.1, 15, 3, 1.3*
CCOc1ccc(-n2c(C)c(C(C)=O)c3cc(OC(C)=O)ccc32)cc1
 : -1.2, 7, -5.1, 21, -1, -0.4, 3.3, -0.5, 3, -1, -1.5
S=c1[nH]nc(-c2ccco2)n1/N=C/C=C/c1ccccc1
 : -0.4, -7, 1.3, 4, 3, -0.3, 0.0, -0.5, 3, 8, -1.7
Cn1cc(CN2CCc3ccccc3C2)c2ccccc21
 : 3.4, -2, -1.6, -2, 1, 1.9, -0.5, 2.8, -4, -8, -0.9
O=C(c1ccc(NC2=NC3CS(=O)(=O)CC3S2)cc1)N1CCN(C(=O)c2ccco2)CC1 (centres undefined)
 : 0.1, 2, 1.6, 5, -2, -0.3, 2.6, 0.5, -11, 3, -0.9
O=C(Cn1nc(C(F)(F)F)cc1C1CC1)Nc1ccccc1F
 : -1.7, 9, 0.2, 2, -3, 0.0, -0.2, -0.2, 2, 2, -1.2
O=C(Nc1ccc(F)cc1F)NC1CC(=O)N(Cc2ccccc2)C1 (centres undefined)
 : -1.1, -5, 3.3, 5, 1, -0.1, 0.1, -0.1, 2, -4, -1.1
CCOC(=O)N1CCC(NC(=O)CSCc2nc(-c3ccc(OC)c(OC)c3)oc2C)CC1
 : -1.2, 6, -5.8, -7, -4, -0.9, -2.4, 0.9, -13, 8, -1.4
CCCCC(=O)N1CCN(c2ccc(OC)cc2[N+](=O)[O-])CC1
 : -1.1, -5, -0.1, 0, -1, -0.9, 4.2, -0.8, -7, 11, -1.8
CCOC(=O)N/N=C/c1ccc(F)cc1
 : 0.5, 5, -0.5, 10, 0, 0.9, 1.6, 3.9, -10, 0, -0.5
CC(=O)c1cccc(CN(C)CC2CCCN(CCc3ccccc3C)C2)c1 (centres undefined)
 : -0.8, 2, -2.0, -12, 1, -0.2, -0.8, 0.3, -2, -7, -1.4
O=C(CN1C(=O)c2cccc([N+](=O)[O-])c2C1=O)N1CCN(c2ccc(F)cc2)CC1
 : -1.4, 7, 1.0, 4, -2, -0.6, -0.3, 2.0, 1, 2, -1.5
COc1cccc(NC(=O)CN(C)C(=O)CSc2nc3ccccc3s2)c1
 : 3.2, 5, 0.5, -3, -4, 0.0, 0.8, -0.4, -2, -6, -0.2
CN1CCN(S(=O)(=O)c2ccc(Nc3ccc(F)cc3)c([N+](=O)[O-])c2)CC1
 : 1.1, 3, 3.1, -2, -3, -1.3, -2.0, -0.5, -9, 12, -1.1
COc1ccc(/C=C(\NC(=O)c2ccco2)C(=O)NCc2ccco2)cc1
 : -0.6, 0, 0.4, 2, -1, 0.3, -1.8, -0.4, 4, 3, -1.1
O=C(COC(=O)c1ccc(O)cc1)Nc1cc(C(F)(F)F)ccc1Cl
 : -0.9, -8, -0.3, -2, 2, -0.5, 0.4, 0.9, 7, -27, -1.8
C=CCN(c1ccccc1Cl)S(=O)(=O)c1cc(C(=O)N2CCCC2)ccc1Cl
 : -0.6, 0, 1.8, -9, 0, -0.1, 0.4, 2.2, 2, -4, -0.6
CC(=O)Nc1ccc(S(=O)(=O)NCc2ccccn2)cc1
 : -0.9, 1, -1.5, -3, 0, -0.6, -0.7, 4.3*, 3, 1, -1.0
CCN(CC)c1cccc(OCC(=O)N(C)CCC#N)c1
 : 0.8, 6, -1.3, 2, 0, -0.2, -0.5, 0.2, 0, -3, -1.3
O=C(NC(=S)N(CCc1ccccc1)CCc1ccccc1)c1ccco1
 : -3.4, -5, 0.5, -7, -2, -1.2, -2.0, -0.1, 3, 10, -0.5
Cc1ccc(NC(=O)C2CCN(C(=O)NC3CCCCC3)CC2)cc1Cl
 : -1.1, -4, 0.2, -3, -4, -1.4, -3.0, -0.9, -5, 5, -1.5
CC(=O)Oc1ccccc1Cn1c(C)c(C(=O)NCc2ccc(F)cc2)sc1=O
 : 0.9, -5, -1.7, -2, -1, 1.2, 0.5, nt, -2, 4, -1.4
O=C1CSC(c2ccc3c(c2)OCO3)N1c1ccc(Oc2ccccc2)cc1 (centres undefined)
 : -1.4, 2, 1.6, 3, -4, -1.3, -2.5, -1.6, 5, 0, -1.7
CS(=O)(=O)N(CCc1ccccc1)CC(=O)N1CCCCCC1
 : 1.6, -1, -0.8, 3, -3, 3.0, -3.5, 3.0, -8, 3, -0.8
O=C(COC(=O)Cc1ccc(Cl)cc1)NC1CCCC1
 : 0.1, 5, 1.3, 0, -2, 0.9, 3.7, -0.4, -9, 5, -0.9
CC(C)c1cc(Cn2c3ccccc3c(=O)n2C(C)CBr)on1 (centres undefined)
 : 1.6, 2, nt, -1, -4, 0.2, 3.8, nt, -356, 7, 0.3
CC(C)n1nnnc1SCC(=O)NCCc1ccccc1
 : 0.8, 7, 3.7, 1, 1, -0.3, 4.6, 0.3, -2, 2, -0.8
CCN(C1CCCCC1)S(=O)(=O)c1ccc(S(=O)(=O)NCCc2ccncc2)cc1
 : -1.7, 0, -0.4, -9, -3, -0.9, -0.1, 0.0, 3, -1, -2.0
O=C(CCN1CCN(c2ccccc2)CC1)NNC(=O)c1ccccc1
 : 2.2, -8, -0.5, 1, -1, -0.6, 1.1, 0.9, 1, 0, -1.5
CCCc1cc(C(=O)N2CCN(c3ccc(C(F)(F)F)cn3)CC2)sc1C
 : 0.3, -5, -0.3, -8, -3, -0.8, -1.5, -0.6, 16, 1, -1.8
CCOc1ccc(N(C(=O)c2snc(C(N)=O)c2N)C(C(=O)NCC2CCCO2)c2c[nH]c3ccccc23)cc1 (centres undefined)
 : -2.1, -12, 2.6, -6, 0, 0.0, -1.5, -1.0, -11, -31, -0.9
COc1ccc([C@@H]2Sc3cc(OC)ccc3N(CCN(C(C)C)C(C)C)C(=O)[C@H]2OC(C)=O)cc1
 : -0.1, -5, -3.7, -2, -1, -0.6, 0.0, -1.3, -5, -8, -1.5
O=c1[nH]cccc1-c1nc2ccccc2n1Cc1cccc(F)c1
 : -0.7, -4, 0.0, -6, -1, 0.0, -2.2, -1.1, i, 0, -0.9
COC(=O)C1C(O)C(C)C(O)C(C)(O)/C=C\C=C(/C)C(=O)Nc2c(C)c(OC(C)=O)c3c(c2O)C(=O)C(C)=C2OCOC(=C23)/C(C)=C/C(C)(O)C(O)C(C)C1O (centres undefined)
 : 1.3, 0, -0.6, 3, -1, -0.1, -3.6, -1.6, -38, -15, -1.2
COC(=O)c1ccc(CN2CCN(Cc3ccccc3)C(CCO)C2)cc1 (centres undefined)
 : -0.9, 2, 0.9, 1, 0, -0.7, 0.0, -0.1, 3, -5, -1.2
CC#CCN1C(=O)N[C@@H](c2ccccc2)C(C(=O)OC)=C1C
 : 2.1, -1, -0.5, 3, 2, -0.6, 0.1, -1.1, -9, 10, -1.4
COc1ccc(C2c3c(oc4ccccc4c3=O)C(=O)N2c2ccccn2)cc1 (centres undefined)
 : -0.2, 5, -0.7, -6, 3, 1.4, 0.0, 0.5, -25, 3, -1.2
CSc1nnc(-c2ccccc2)c(-c2ccccc2)n1
 : -1.6, -3, 4.5, -4, 3, 0.2, -2.0, 0.0, 8, -2, -1.8
CC(OC(=O)C12CC3CC(CC(O)(C3)C1)C2)C(N)=O (centres undefined)
 : -1.3, 0, 0.0, -1, -3, 0.2, 0.4, -0.3, -13, 2, -0.6
CCOC(=O)Cc1c(Cl)c2ccccc2[nH]c1=O
 : -1.9, 5, 1.8, 3, -6, 0.2, -3.0, -0.5, -9, 2, -1.2
COc1ccc([C@H]2CC(=O)C=C(c3cccc(Br)c3)C2)cc1
 : -1.4, 8, 0.4, 5, 0, -0.7, 0.1, 1.2, 9, -9, -1.6
COc1ccc(-c2cc(=O)[nH]c(=O)[nH]2)cc1
 : -0.7, -1, 0.4, -4, 4, 0.1, 0.3, -0.2, 1, 1, -0.4
O=C1CCNc2ccc(-c3ccccc3)cc21
 : -2.2, -6, 0.1, 5, -1, 0.1, 3.1, 0.5, -70, -23, -1.2
O=C(CCCN1C(=O)c2cccc3cccc(c23)C1=O)Nc1ccon1
 : -1.1, -4, 2.0, -5, 3, -0.1, 0.4, nt, -86, 0, -1.3
COP(=O)(CN(Cc1ccccc1)C(=S)Nc1c(C)cccc1C)OC
 : -1.4, 3, 1.1, -1, -2, -0.7, -0.1, -0.4, -7, 5, -1.8
Cc1ccc(S(=O)(=O)N2CCN(c3nc(C)c4c(c3C#N)CC(C)(C)OC4)CC2)cc1
 : -1.5, -4, 1.7, 0, 1, 0.4, -1.0, -0.3, -22, 6, -1.0
COc1ccc(CNC(=O)CN2C(=O)CSc3ccc(S(=O)(=O)N4CCCCC4)cc32)cc1
 : -0.2, -1, -1.7, -3, -1, -0.2, -1.0, 0.1, -5, -1, -0.7
O=C(CSc1nc2ccc(Cl)cc2[nH]1)N1CCN(C(=O)c2ccco2)CC1
 : 1.2, -4, 2.7, 0, -4, 0.4, 0.7, -0.6, 12, -15, -0.6
CC(=O)O[C@H]1CC[C@]2(C)C3CC[C@]4(C)[C@@H]([C@H](C)/C=C/[C@H](C)C(C)C)CC[C@H]4[C@@]34C=C[C@]2(C1)N(C(=O)c1ccccc1)O4 (some centres undefined)
 : -1.1, 4, nt, 2, -1, -0.4, 2.3, nt, -3, -2, -1.3
O=C(COc1ccccc1F)NNC(=O)c1cc(Br)ccc1Cl
 : -0.3, 2, -0.6, 3, 0, 1.5, 1.1, 0.6, -8, -4, -0.8

Assay outcomes as filed in PubChem.
